Source: PubChem
PLAP act = human PLAP activation; P05187; purified PLAP enzyme, luminescent substrate read-out; active compounds read high; activation fold at 20 µM; 96,000 compounds, 1.2% hits; AID 696; in the data active = activation fold above about 2
FAK inh = inhibitors of human focal adhesion kinase; biochemical FAK kinase activity assay; inhibition, %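 (tested at 7 µM)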; AID 727; Q05397; 97,000 compounds, 0.84% hits; in the data active = inhibition above about 19%;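 also: 0% = DMSO and 100% = reference compound high control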
E coli WT exp = growth inhibitors of E. coli BW25113 wild type; OD600 absorbance; 98,000 compounds, 0.15% hits; growth inhibition, % at 100 µM;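 active = growth inhibition above about 50% at one test dose, limit read from the data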;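 also: growth measured after 20 h incubation at 37 °C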
Active calls of the source: *.

SMILES	PLAP act	FAK inh	E coli WT exp
CNc1c2c(nn1C)CCCC2	1	8	0

This is a subset (hit frequency here may not be typical).
